# Source: PubChem
# HEK293 viab: cell viability loss counter-screen; HEK-293-SNCA-luc viability, GF-AFC fluorescence, 24 h; Potency, µM (top dose mostly 57.1 µM), without a hit: at the highest dose activity change, negative = cytotoxicity, actives largely listed as cytotoxic; 150,000 tested, 0.12% active; AID 1671193;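 note: 0% = DMSO-treated cells and -100% = medium-only wells without cells; nearly all actives have a fitted effect of over 30% in size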
#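 HEK-293-SNCA-luc cells (1500/well) plated 24 h, then exposed 24 h to a dilution series; GF-AFC added 30 min at 37C, fluorescence 405/540 nm; normalised to medium-only and DMSO wells, Hill fit.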
# SNCA expr inhib: reduces expression of the alpha-synuclein gene | 140,000 tested, 0.17% active | HEK-293 SNCA-luciferase knock-in, luminescence, 24 h | Potency, µM (top dose mostly 57.2 µM), inactives show at the top dose activity change, negative = inhibition, hits mostly inhibitors;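 note: plate controls were DMSO cells for no effect and cell-free wells for full effect; nearly all actives have a fitted effect of over 45% in size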
# Active calls of the source: *; ? = inconclusive; [ ] = remark or other dose. Calls come from the whole dose curve; as a rule, active = well fitted curve in the direction sought with a large enough effect; inconclusive = small, poorly fitted or top-dose-only effect, or another doubt; inactive = no such curve, though single readings can be large; an effect the other way counts as inactive or inconclusive. Potency is the fitted concentration of half-maximal effect.
# Values in the order: HEK293 viab | SNCA expr inhib
- O=c1c(-c2cccs2)nc2cnc(Oc3ccccc3)nc2n1-c1ccccc1
 : ? | -11.4%
- CS(=O)(=O)Nc1cccc(-c2nc(NCCN3CCOCC3)c3ccccc3n2)c1
 : -11.2% | 7.9%
- N#Cc1ccc(CN2CC3(CCN(C(=O)c4csnn4)CC3)C2)cc1
 : 6.3% | 30.8%[activator]
- COc1ccc(-c2nc3cnc(N4CCN(C)CC4)nc3n(Cc3cccc(OC)c3)c2=O)cc1
 : ? | 7.9%
- CN(Cc1ccco1)c1ncnc2ccc(-c3cccc(NS(C)(=O)=O)c3)cc12
 : -17.4% | 2.8%
- Cc1noc(C)c1C(=O)N1CCC2(CC1)CN(Cc1cc(C(F)(F)F)cc(C(F)(F)F)c1)C2
 : 3.2% | -16.9%
- CS(=O)(=O)Nc1cccc(-c2cncnc2NCc2cccs2)c1
 : -0.8% | -21.9%
- COC(=O)N1CCC[C@@]2(CCN(C(=O)Nc3cccc(C#N)c3)C2)C1
 : 12.0% | -11.2%
- COc1ncc2nc(-c3ccccc3)c(=O)n(CCC#N)c2n1
 : -17.9% | 34.4%
- COc1ccc(-n2c(=O)c(CCc3ccccc3)nc3cnc(OC)nc32)cc1
 : -1.0% | -2.1%
- O=c1cnc2cnc(Oc3ccccc3)nc2n1C[C@H]1CCCO1
 : -16.0% | ?
- COc1ccc(NC(=O)N2CC3(CCN(S(=O)(=O)c4ccccc4)CC3)C2)cc1
 : -12.3% | 41.8%[activator]
- O=C(Nc1cccc(F)c1)N1CC[C@@]2(CCCN(C(=O)c3cc(C(F)(F)F)cc(C(F)(F)F)c3)C2)C1
 : -1.0% | -14.9%
- O=C(Nc1ccccc1)N1CC2(CCN(C(=O)c3cccc(F)c3)CC2)C1
 : -26.4% | 19.2%
- O=C(c1ccncc1)N1CCC2(CCCN(C(c3ccccc3)c3ccccc3)C2)CC1
 : 3.7% | -20.2%

# Shown with each value named: four of the compounds above.
O=c1cnc2cnc(Oc3ccccc3)nc2n1C[C@H]1CCCO1
  HEK293 viab = -16.0%
  SNCA expr inhib = ?

COc1ccc(NC(=O)N2CC3(CCN(S(=O)(=O)c4ccccc4)CC3)C2)cc1
  HEK293 viab = -12.3%
  SNCA expr inhib = 41.8%[activator]

O=C(Nc1cccc(F)c1)N1CC[C@@]2(CCCN(C(=O)c3cc(C(F)(F)F)cc(C(F)(F)F)c3)C2)C1
  HEK293 viab = -1.0%
  SNCA expr inhib = -14.9%

O=C(Nc1ccccc1)N1CC2(CCN(C(=O)c3cccc(F)c3)CC2)C1
  HEK293 viab = -26.4%
  SNCA expr inhib = 19.2%

# Following part:
# Values in the order: HEK293 viab | SNCA expr inhib
- Cc1noc(C)c1-c1nccc(NCc2ccccc2)n1
 : 0.4% | -3.4%
- Cn1cccc1C(=O)N1CCC[C@@]2(CCN(C(=O)Nc3cccc(F)c3)C2)C1
 : -18.5% | -1.5%
- c1cncc(CNc2ncncc2-c2cccnc2)c1
 : 7.6% | -7.8%
- COc1ccc(-n2c(=O)c(-c3ccc(F)cc3)nc3cnc(N4CCNCC4)nc32)cc1
 : 14.9% | ?
- Cn1c(=O)c(-c2ccccc2)nc2cnc(OCc3ccccc3)nc21
 : 2.5% | 33.3%[activator]
- N#CCCn1c(=O)c(-c2cc(F)cc(F)c2)nc2cnc(Oc3cccc(Cl)c3)nc21
 : 24.3% | 14.2%
- COCCn1c(=O)c(-c2ccccc2)nc2cnc(N(C)C)nc21
 : ? | 57.1%[activator]
- O=c1cnc2cnc(Nc3ccccc3)nc2n1C1CC1
 : -17.5% | -9.4%
- COC(=O)N1CCC[C@@]2(CCN(Cc3cc(C(F)(F)F)cc(C(F)(F)F)c3)C2)C1
 : 2.0% | 11.3%
- COCC(=O)N1CCC2(CC1)CCN(c1ncccn1)CC2
 : -5.5% | -18.3%
- CNc1nc(-c2cccc(NS(C)(=O)=O)c2)nc2ccccc12
 : -6.5% | -2.8%
- CCNc1ncc2nc(-c3ccc(Cl)cc3)c(=O)n(Cc3cccc(OC)c3)c2n1
 : ? | -22.9%
- CN(C)c1ncc2nc(-c3ccc(F)cc3)c(=O)n(CCc3ccccc3)c2n1
 : ? | -3.5%
- CC(C)NC(=O)N1CC[C@@]2(CCCN(C(=O)c3cc(C(F)(F)F)cc(C(F)(F)F)c3)C2)C1
 : -9.0% | 24.8%
- O=c1c(CCc2ccccc2)nc2cncnc2n1Cc1ccccc1Cl
 : ? | 19.9%

# Carrying on:
# Values in the order: HEK293 viab | SNCA expr inhib
- Cc1noc(C)c1C(=O)N1CCC2(CCCN(Cc3ccc(C#N)cc3)C2)CC1
 : 7.4% | 9.0%
- CC(=O)N1CCC2(CCCN(c3ccc(-c4ccccc4)cc3)C2)CC1
 : -12.8% | -18.6%
- Cc1cccc(CNc2ccnc(-c3ccccc3Cl)n2)c1
 : -5.1% | 30.8%[activator]
- COc1cccc(Nc2ncc3nc(-c4ccc(F)cc4)c(=O)n(CCC#N)c3n2)c1
 : 4.2% | -0.3%
- O=c1c(-c2ccc(F)cc2)nc2cnc(Oc3ccccc3)nc2n1C1CC1
 : -5.0% | 4.0%
- COCC(=O)N1CCC2(CC1)CCN(c1ccccn1)CC2
 : -9.9% | 2.5%
- CS(=O)(=O)Nc1cccc(-c2nc(NCc3cccs3)c3ccccc3n2)c1
 : -11.5% | 19.8%
- Cc1noc(C)c1C(=O)N1CCC2(CC1)CN(c1cccc(-c3ccccc3)c1)C2
 : -4.3% | -11.6%
- COc1cccc(-c2nccc(NC3CCNCC3)n2)c1
 : -0.1% | 48.0%[activator]
- O=c1cnc2cnc(Oc3cccc(Cl)c3)nc2n1CCc1ccccc1
 : ? | 12.3%
- Cc1cnc(CNc2ncncc2-c2ccc3c(c2)OCO3)cn1
 : -17.9% | 31.1%[activator]
- c1nc(NC2CCNCC2)c2cc(-c3ccc4c(c3)OCO4)ccc2n1
 : 4.8% | 6.2%
- CC(C)CN1CC2(CCN(S(=O)(=O)c3ccccc3)CC2)C1
 : 8.4% | -2.4%
- Cc1ccccc1-c1cncnc1NCc1cccnc1
 : ? | -1.6%
- CN(C)c1ccc(-c2nc(Nc3ccncc3)c3ccccc3n2)cc1
 : -21.1% | -14.0%

# A different layout for part of the listing above.
molecule	HEK293 viab	SNCA expr inhib
CC(=O)N1CCC2(CCCN(c3ccc(-c4ccccc4)cc3)C2)CC1	-12.8%	-18.6%
CS(=O)(=O)Nc1cccc(-c2nc(NCc3cccs3)c3ccccc3n2)c1	-11.5%	19.8%
O=c1cnc2cnc(Oc3cccc(Cl)c3)nc2n1CCc1ccccc1	?	12.3%
Cc1ccccc1-c1cncnc1NCc1cccnc1	?	-1.6%
CC(C)CN1CC2(CCN(S(=O)(=O)c3ccccc3)CC2)C1	8.4%	-2.4%

# Going on with the list.
# Values in the order: HEK293 viab | SNCA expr inhib
- COc1cccc(Nc2ncc3nc(CCc4ccccc4)c(=O)n(CCC#N)c3n2)c1
 : 9.3% | -11.0%
- O=c1c(-c2ccc(Cl)cc2)nc2cncnc2n1Cc1ccccc1
 : 1.9% | 2.3%
- Cc1cnc(CNc2nc(-c3ccc(N(C)C)cc3)nc3ccccc23)cn1
 : -2.6% | 42.4%[activator]
- O=c1c(-c2ccccc2)nc2cnc(N3CCNCC3)nc2n1C1CC1
 : ? | -3.8%
- COc1cccc(-c2nc(NCc3cccnc3)c3ccccc3n2)c1
 : -29.9% | 86.2%[activator]
- O=c1cnc2cnc(Oc3ccccc3)nc2n1Cc1ccc(F)cc1
 : -20.8% | 22.6%
- N#Cc1ccccc1-c1ccc2ncnc(NCc3ccccc3)c2c1
 : ? | -8.4%
- COCCn1c(=O)cnc2cnc(N3CCNCC3)nc21
 : -10.1% | ?
- COc1ncc2nc(CCc3ccccc3)c(=O)n(-c3ccccc3)c2n1
 : -11.4% | 13.6%
- COc1cccc(Cn2c(=O)c(C)nc3cnc(Nc4cccc(OC)c4)nc32)c1
 : -2.3% | -1.2%
- Cc1cnc(CNc2nc(-c3ccc(C(=O)N(C)C)cc3)nc3ccccc23)cn1
 : -0.9% | 34.4%[activator]
- COc1cccc(Cn2c(=O)c(-c3cccs3)nc3cnc(Nc4cccc(OC)c4)nc32)c1
 : -0.2% | -7.8%
- COc1cccc(-c2ccc3ncnc(N(C)Cc4ccco4)c3c2)c1
 : -1.8% | 36.7%[activator]
- O=C(c1ccncc1)N1CCC2(CC1)CCN(c1ncccn1)CC2
 : -11.1% | -17.6%
- COc1ccc(C(=O)N2CCC3(CC2)CCN(c2ncccn2)CC3)cc1
 : -7.6% | 10.1%

# Remaining list, next part.
# Values in the order: HEK293 viab | SNCA expr inhib
- Cc1nc2cnc(N3CCNCC3)nc2n(CCC#N)c1=O
 : -6.7% | 6.3%
- CCNc1ncc2nc(CCc3ccccc3)c(=O)n(C)c2n1
 : 24.4% | 139.9%[activator]
- COc1ncc2ncc(=O)n(C[C@H]3CCCO3)c2n1
 : 7.9% | 15.1%
- CN(C)c1nc(-c2ccoc2)nc2ccccc12
 : -4.0% | -1.3%
- COc1ccccc1-c1ccc2ncnc(NCc3cccnc3)c2c1
 : -16.3% | ?
- CN(Cc1ccco1)c1nc(-c2ccccc2C(F)(F)F)nc2ccccc12
 : 1.8% | -14.4%
- COCCn1c(=O)c(-c2ccccc2)nc2cnc(Nc3cccc(OC)c3)nc21
 : 8.9% | -8.8%
- O=C(c1ccncc1)N1CCC2(CC1)CCN(c1ccc(-c3ccccc3)cc1)CC2
 : -2.4% | -2.2%
- COc1ccc(NC(=O)N2CC[C@@]3(CCCN(C(C)=O)C3)C2)cc1
 : 0.1% | 41.2%
- CS(=O)(=O)N1CCC[C@@]2(CCN(Cc3nccs3)C2)C1
 : -6.4% | 9.9%
- Cc1cnc(CNc2ncnc3ccc(-c4ccccc4C#N)cc23)cn1
 : -1.1% | 7.4%
- Cc1cnc(CNc2cc(-c3ccccc3C(F)(F)F)ncn2)cn1
 : 6.8% | 13.8%
- COc1ccc(-c2nc3cnc(N(C)C)nc3n(CCC#N)c2=O)cc1
 : ? | 7.9%
- COC(=O)N1CCC2(CCCN(Cc3ccc(C#N)cc3)C2)CC1
 : 6.5% | -11.1%
- O=c1c(CCc2ccccc2)nc2cnc(Oc3ccccc3)nc2n1C1CC1
 : -16.8% | ?

# New compounds follow.
# Values in the order: HEK293 viab | SNCA expr inhib
- N#Cc1ccccc1-c1ccc2ncnc(NC3CC3)c2c1
 : -9.5% | 4.7%
- O=c1cnc2cnc(Nc3ccccc3)nc2n1CCc1ccccc1
 : -13.4% | -27.8%
- COc1ccc(CNc2ncncc2-c2cccc(C#N)c2)c(OC)c1
 : 16.2% | 151.1%[activator]
- COc1cccc(Nc2ncc3nc(-c4ccc(F)cc4)c(=O)n(C)c3n2)c1
 : ? | 43.0%[activator]
- CNc1nc(-c2ccc(N(C)C)cc2)nc2ccccc12
 : 4.8% | 1.3%
- O=c1c(-c2ccc(Cl)cc2)nc2cnc(N3CCNCC3)nc2n1Cc1cccs1
 : ? | 45.5%[activator]
- c1ccc(C(c2ccccc2)N2CC3(CCNCC3)C2)cc1
 : -1.4% | -2.9%
- COc1cccc(-c2nccc(NCc3cccc(C)c3)n2)c1
 : 1.6% | 116.1%[activator]
- CCNc1ncc2nc(-c3cn(C)c4ccccc34)c(=O)n(-c3ccc(OC)cc3)c2n1
 : -3.1% | ?
- CN(C)C(=O)c1ccc(-c2cc(N(C)Cc3ccco3)ncn2)cc1
 : -13.6% | 24.6%
- COc1ccc(CNc2cc(-c3ccccc3C)ncn2)c(OC)c1
 : -2.5% | 31.9%
- COc1ccccc1CN1CCCC2(CCN(C(=O)c3csnn3)CC2)C1
 : 3.1% | -1.1%
- COc1ccccc1-c1ccc2ncnc(N3CCN(C)CC3)c2c1
 : -19.8% | -7.9%
- COc1ccccc1-c1ccc2ncnc(Nc3ccccc3)c2c1
 : -3.6% | -4.2%
- N#Cc1cccc(-c2cc(NCc3ccccc3)ncn2)c1
 : -6.3% | 52.0%[activator]

# Next section:
# Values in the order: HEK293 viab | SNCA expr inhib
- c1cncc(CNc2nc(-c3ccc4c(c3)OCO4)nc3ccccc23)c1
 : -21.3% | 52.5%[activator]
- O=C(Nc1ccccc1)N1CCCC2(CCN(C(=O)c3cnccn3)CC2)C1
 : 4.8% | -8.0%
- CN1CCN(c2ncc3nc(-c4cccc(C#N)c4)c(=O)n(Cc4ccc(F)cc4)c3n2)CC1
 : 28.3% | ?
- Cc1noc(C)c1-c1cc(NCc2cccnc2)ncn1
 : -3.7% | 26.3%
- Cc1ccccc1-c1ccc2ncnc(NC3CC3)c2c1
 : -1.7% | 35.6%
- O=c1c(CCc2ccccc2)nc2cnc(N3CCOCC3)nc2n1C[C@H]1CCCO1
 : -7.8% | -10.9%
- CN(C)c1ncc2nc(-c3cccc(C#N)c3)c(=O)n(C[C@H]3CCCO3)c2n1
 : ? | 11.9%
- CC(C)CN1CCCC2(CCN(C(=O)c3cc(C(F)(F)F)cc(C(F)(F)F)c3)CC2)C1
 : -0.4% | -12.6%
- COCC(=O)N1CCC2(CCCN(C(=O)Nc3cccc(F)c3)C2)CC1
 : -1.7% | -4.2%
- COc1cccc(-c2ccc3ncnc(NC4CCNCC4)c3c2)c1
 : 1.6% | 77.0%[activator]
- COCC(=O)N1CCC2(CCCN(c3cccc(-c4ccccc4)c3)C2)CC1
 : -3.8% | -10.8%
- O=C(Nc1ccccc1)N1CCC2(CC1)CCN(C(=O)c1cccc(F)c1)CC2
 : -18.6% | 5.2%
- COc1ccc(-n2c(=O)c(-c3ccc(Cl)cc3)nc3cncnc32)cc1
 : -20.5% | ?
- CC(=O)N1CCC2(CC1)CN(C(=O)Nc1cccc(C#N)c1)C2
 : -13.8% | 14.4%

# Some of the compounds tested, so the mix of outcomes need not match the whole.
